# PriA SSB inh – blocks PriA binding to SSB C-terminal tail; AlphaScreen SSBct-PriA binding, biotinylated peptide; inhibition, % at 33 µM; 430,000 tested, 0.6% active; AID 1272365; in the data active = inhibition mostly above about 37%, no sharp cut-off; inactive = mostly below about 20%;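 also: plate controls were negative control peptide for no effect and reference peptide for full effect; strong numbers were not always called active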
# Starred values were filed as active, the others as inactive; & = joins results of further samples. The list is partial; rates above refer to the full screens.
SMILES	PriA SSB inh
O=C(CSc1nc2scc(-c3ccccc3)c2c(=O)[nH]1)c1ccccc1	-23.0
Cc1cc([N+](=O)[O-])ccc1NC(=O)C(=O)NC(C)(C)CO	-10.0
COc1ccc(Cl)cc1S(=O)(=O)N1CCN(c2cc(C(F)(F)F)ncn2)CC1	1.0
O=C(NC[C@H](O)Cn1ccccc1=O)c1ccc2nsnc2c1	-12.0
Cc1ccc(NC(=O)CN2CC(c3nc(-c4cccs4)no3)C2)cc1Cl	-11.0
CCOc1ccc(NC(=O)c2sc3nc(-c4ccc(Cl)cc4)cc(C(F)(F)F)c3c2N)cc1	-14.0&-8.0
Cc1cc(C)n(-c2ccc(CCC(=O)NCc3ccc(N4CCOCC4)nc3)cc2)n1	11.0
O=C(CCc1ccc(Cl)c(C(F)(F)F)c1)N1CC(n2cc(-c3ccccc3)nn2)C1	-5.0
COCC(=O)N1CCC(CN2CCN(C)C[C@@H]2C)CC1	-8.0
COC(=O)c1ccccc1NC(=O)CN1CCN(C/C=C/c2ccccc2)CC1	12.0
O=C(NCCc1ccc(Cl)cc1)c1ccc2c(=O)n3c(nc2c1)SCCC3	-12.0
CC(=NNC(=O)Cc1cc(=O)[nH][nH]1)c1cccc([N+](=O)[O-])c1	6.3
Cc1cc(=O)oc2cc(Oc3ncnc4scc(-c5ccc(Br)cc5)c34)ccc12	1.0
COc1ccc(-c2nsc(SCC(=O)N3CCN(c4ccccc4)CC3)n2)cc1	-18.0
O=C(CCCn1c(=O)[nH]c2cc3c(cc2c1=O)OCO3)Nc1ccc(Cl)c(C(F)(F)F)c1	-8.0
CC(=O)c1cn(CC(=O)Nc2c(C)cccc2Cl)c2ccccc12	-15.0
Cc1ccc(N2CC(C(=O)NC3CC(O)C(CO)C3)CC2=O)cc1 (stereo not drawn)	5.0
COc1ccccc1OCC#CCNC(=O)[C@H]1CCCN(C)C1	-12.0
NC(=O)c1ccc(C(=O)NN=C(Cc2ccccc2)c2ccccc2)cc1	-2.8
CCn1nc(C(=O)NCc2ccccc2)cc1C	3.0

# Arranged by formula weight (smallest number first): part of the list above
SMILES	PriA SSB inh
Cc1ccc(N2CC(C(=O)NC3CC(O)C(CO)C3)CC2=O)cc1 (stereo not drawn)	5.0
CC(=O)c1cn(CC(=O)Nc2c(C)cccc2Cl)c2ccccc12	-15.0
NC(=O)c1ccc(C(=O)NN=C(Cc2ccccc2)c2ccccc2)cc1	-2.8
COc1ccc(-c2nsc(SCC(=O)N3CCN(c4ccccc4)CC3)n2)cc1	-18.0
Cc1cc(=O)oc2cc(Oc3ncnc4scc(-c5ccc(Br)cc5)c34)ccc12	1.0
O=C(CCCn1c(=O)[nH]c2cc3c(cc2c1=O)OCO3)Nc1ccc(Cl)c(C(F)(F)F)c1	-8.0

# Next section:
SMILES	PriA SSB inh
COC(=O)c1ccc(CSc2nnc3[nH]c(=O)cc(C)n23)o1	-1.0
CC(C)NS(=O)(=O)CCCOc1ccc(F)cc1	-25.0
O=C(Nc1nnc(-c2cccnc2)o1)c1cccc(C(F)(F)F)c1	-9.0
Cc1ccc2[nH]c(=O)c(=O)[nH]c2n1	3.0
COc1cc(C=NNC(=S)Nc2cccc(C(=O)O)c2)cc(OC)c1OC	-6.9
O=C(Nc1nc(-c2cc([N+](=O)[O-])cs2)cs1)c1cccc(C(=O)Nc2ncc(-c3cc([N+](=O)[O-])cs3)s2)n1	-11.0
O=C(CNC(=O)c1ccccc1C(F)(F)F)N/N=C\c1ccc(Br)cc1	-4.0
Cc1noc(-c2cn(CCNC(=O)C3(c4ccccc4)CC3)nn2)n1	-10.0
COc1ccc2nc(-c3ccc(OC)c(NC(=O)C(C)(C)C)c3)cn2n1	-2.0
Cc1nnc(SCC(=O)NN=Cc2cn(-c3ccccc3)nc2-c2ccc(F)cc2)n1-c1ccccc1	-7.0
Cc1cc(C(=O)N(Cc2ccsc2)CC(F)(F)F)no1	-16.0
CCOc1ccc(-c2cc3c(=O)n(CC(=O)Nc4cc(OC)cc(OC)c4)ncn3n2)cc1	2.0
CC(=O)N1CCN(C(=O)Cc2cn(Cc3ccc(Cl)cc3)c3ccccc23)CC1	-14.0&-7.0
O=C(CSc1nnc2ccc3ccccc3n12)N1CCC(c2noc3ccc(F)cc23)CC1	-24.0&8.0
Cc1nn(-c2ccccc2)c(C)c1C=NNS(=O)(=O)c1ccc(Cl)cc1	-1.0
CCc1cc2c(=O)n(-c3ccccc3)c(SCC(=O)Nc3ccc(OC)cc3OC)nc2s1	-6.0
CN(C)CCCN(C(=O)COc1ccc(Cl)cc1)c1nc2c(Cl)cccc2s1	15.0
Cc1nn(CC(=O)Nc2ccccc2C(F)(F)F)c(=O)c2c1cnn2C(C)(C)C	-15.0
CCC(C)NC(=O)c1c(N)n(N=Cc2cccnc2)c2nc3ccccc3nc12 (stereo not drawn)	7.7
O=C1CCC(C(=O)NCC2CCC(c3nc4ccccc4[nH]3)CC2)N1 (stereo not drawn)	-15.0

# Looked up above:
# `Cc1cc([N+](=O)[O-])ccc1NC(=O)C(=O)NC(C)(C)CO` in PriA SSB inh is entered as -10.0
# `Cc1ccc(N2CC(C(=O)NC3CC(O)C(CO)C3)CC2=O)cc1` (stereo not drawn) in PriA SSB inh is entered as 5.0
# `O=C(NC[C@H](O)Cn1ccccc1=O)c1ccc2nsnc2c1` in PriA SSB inh is entered as -12.0
# `CCOc1ccc(-c2cc3c(=O)n(CC(=O)Nc4cc(OC)cc(OC)c4)ncn3n2)cc1` in PriA SSB inh is entered as 2.0
# `COc1ccccc1OCC#CCNC(=O)[C@H]1CCCN(C)C1` in PriA SSB inh is entered as -12.0
# `Cc1ccc2[nH]c(=O)c(=O)[nH]c2n1` in PriA SSB inh is entered as 3.0

# Next entries follow:
SMILES	PriA SSB inh
CCOC(=O)CNC(=O)c1nnn(-c2ccccc2F)c1-c1ccncc1	-14.0
CCCCc1ccc(NC(=O)CSc2nccn2-c2cccc(C)c2C)cc1	23.0
O=C1CN(C(=O)c2ccc(Cc3ccccc3)cc2)c2ccccc2N1	-3.0
O=C(c1ccoc1)N1CCC(n2ccnn2)CC1	2.0
O=C(c1ccc2c(c1)OCO2)N1CC(n2cc(-c3ccccc3)nn2)C1	-19.0
Cc1ccc(S(=O)(=O)Nc2ccc3c(c2)CN(C(=O)c2ccco2)CC3)cc1C	15.0
COc1ncc(NC(=O)c2ccccc2F)c(N(C)C)n1	-2.0
Cc1ccccc1OCCCCn1c(-c2ccco2)nc2ccccc21	-4.0
CCN1C(=O)Cc2cc(NS(=O)(=O)c3ccc(F)cc3C)ccc21	5.0
Cc1nn(-c2ccc(N3CCN(C(=O)C4CCCCC4)CC3)nn2)c(C)c1C	-3.0

# Already shown: entries from further up.
SMILES	PriA SSB inh
CCOC(=O)CNC(=O)c1nnn(-c2ccccc2F)c1-c1ccncc1	-14.0
CCCCc1ccc(NC(=O)CSc2nccn2-c2cccc(C)c2C)cc1	23.0

# (continued)
SMILES	PriA SSB inh
Cc1ccc(-n2cc(-c3ccccc3)c3c(NCc4ccc5c(c4)OCO5)ncnc32)cc1Cl	-22.0
O=C1CCCC(=O)N1CCS(=O)(=O)N1CCCC[C@H](c2ccc(F)cc2)C1	7.0
COc1ccc(-c2ccnc(SCC(=O)c3ccc4c(c3)OCO4)n2)cc1	-3.0
Cc1ccc(C(=O)Nc2ccc(C(=O)NCCNC(=O)c3ccccc3Cl)cc2)cc1	-10.0
CS(=O)(=O)N1CCCCC1C(=O)Nc1nc(-c2ccncc2)cs1 (stereo not drawn)	-17.0
Cc1ccc(S(=O)(=O)N2CCN(C(=O)CC(C)n3nc(C)nc3C)CC2)cc1 (stereo not drawn)	-9.0&-1.0
CCn1cc(C(=O)N2CC(Oc3nccs3)C2)c(=O)c2ccc(C)nc21	3.0
CC1(C)COc2ccc(NS(=O)(=O)c3ccc(Cl)cc3)cc2NC1=O	18.0
Clc1nc(N2CCNCC2)c2[nH]cnc2n1	-7.0
O=C(CCn1cnc2c([nH]c3ccc(F)cc32)c1=O)N1CCN(c2cccc(C(F)(F)F)c2)CC1	-15.0
Cc1ccccc1C=NNc1nc2ccccc2[nH]1	0.7
COc1ccc2nc(-n3nc(C)cc3NC(=O)Cc3cccs3)sc2c1	1.0
COc1ccc(Br)cc1S(=O)(=O)N1CCCCCC1	-22.0&-1.0
Cc1ccccc1Cn1cc(SCC(=O)NCc2ccc3c(c2)OCO3)c2ccccc21	1.0
CC(C)c1cc(C(=O)O)nn1C1CCS(=O)(=O)C1 (stereo not drawn)	13.0
N#Cc1ccsc1NC(=O)/C=C/c1ccccc1Cl	-3.0
COC(=O)c1ccc2c(=O)n(CCCC(=O)NCc3ccc(Cl)cc3)c(=S)[nH]c2c1	-1.0
CCOc1ccc(S(=O)(=O)n2nnc3ccccc32)c(OCC)c1	6.0
CCC(=O)Nc1nnc(Cc2ccc(SC)cc2)o1	-1.0
O=C(C1CC(=O)N(C2CCOCC2)C1)N1CCC(Cc2ccccc2)CC1 (stereo not drawn)	-5.0
Cc1cc(OC2CN(C(=O)Cn3ccc4ccccc43)C2)cc(=O)o1	-8.0
CCOc1c(C)cc(S(=O)(=O)Nc2ccc3c(c2)N(C(=O)COC)CCC3)cc1C	-4.0
COc1ccc(OC)c(Nc2nc(CC(=O)N3CCN(C(C)=O)CC3)cs2)c1	-12.0
O=C(Nc1nnc(-c2ccccc2Cl)o1)c1cc(Cl)sc1Cl	1.0
CCn1cc(NC(=O)Nc2ccc3c(c2)OCCO3)c2ccccc21	-14.0
NC(=NOC(=O)c1ccccc1Br)c1cccc([N+](=O)[O-])c1	11.1
Cc1cc(NC(=O)c2ccc(F)c(F)c2)n(-c2nc3c(cnn3-c3ccc(C)c(C)c3)c(=O)[nH]2)n1	-10.0
NC(Cc1ccc([N+](=O)[O-])cc1)=NOC(=O)Cc1ccccc1	-11.0
C=CCc1ccccc1OCc1nc2ccccc2[nH]1	-9.0
COc1ccc(SCC2CCN(C(=O)CSc3ccc(F)cc3)CC2)cc1	-1.0
O=C(NNc1nc2ccc(Cl)cc2s1)c1nc2ccccc2s1	3.0
O=C1NC2(CCN(S(=O)(=O)c3cccnc3)CC2)C(=O)N1Cc1ccccc1	-4.0
COc1ccc(CNC(=O)N2CC(Oc3nccs3)C2)cc1OC	-6.0
Nc1nnnn1CC(=O)NN=Cc1ccc(-c2cccc(Cl)c2)o1	-1.0
COc1coc(C(=O)Nc2cccc(SC)c2)cc1=O	-8.0
CC(C)N(CC#CCNC(=O)c1ccccc1Br)C(C)C	-10.0
COc1cccc([C@H](CNC(=O)c2ccc(F)cc2Cl)OC)c1	-16.0
O=C(NCc1ccnc(N2CCCC2)c1)c1ncc(-c2ccccc2)o1	-17.0
O=S(=O)(c1ccc(-n2nccn2)cc1)N1CCN(c2ccccc2F)CC1	-3.0
Cc1cc(CCNC(=O)CSc2ccc(F)cc2)on1	-2.0
CN1CCOc2ccc(NC(=O)Cc3cccs3)cc2C1=O	0.0
CC1(C)CC2CC(C)(CC2S(=O)(=O)c2ccc(C(=O)Nc3ccc(-c4nc5ccccc5o4)cc3)cc2)C1 (stereo not drawn)	-12.0
COc1ccc(S(=O)(=O)CCCC(=O)N2CCN(c3nc4ccc(Cl)cc4s3)CC2)cc1	5.0
COc1ccccc1-c1cc(C(=O)NCCn2ncccc2=O)[nH]n1	-11.0
CCCN(CCC)Cc1c(C(=O)NN=Cc2ccncc2)nnn1-c1nonc1N	-3.2
O=C(NN=Cc1cc2ccccc2[nH]1)c1ccccc1Cl	-6.8
O=C(CSc1ccc2ccccc2n1)Nc1ccc(Cl)cc1	-3.0
CCCCOC(=O)Nc1ccc(Cl)c(Cl)c1	-189.0&-48.0
COc1ccc2oc(=O)c(C(C)=NNc3nc(-c4cc(C)ccc4C)cs3)cc2c1	-7.9
Cc1ccc(NC(=O)N2CCN(c3cc(Nc4ccccn4)ncn3)CC2)cc1Cl	0.0

# More records follow:
SMILES	PriA SSB inh
O=C(NCCO)c1cc2cc(Cl)ccc2o1	-11.0
O=S(=O)(/C=C/c1ccccc1)N1CCC(CSCc2ccco2)CC1	-5.0
CC(C)CC(=O)N1CCN(c2ccc(-n3cccn3)nn2)CC1	4.0
CSc1nc(N=Cc2[nH]c(=O)n(-c3ccccc3)c2O)c(-c2ccccc2)s1	-12.0
O=C(NCCN1CCC(O)CC1)C(=O)NC1CC1	7.0
CC1(C)Oc2ccc3ccc(=O)oc3c2C(=CNCCO)C1=O	-1.9
CCCCOc1ccc(NC(=O)NCC2CCN(c3cnccn3)CC2)cc1	-4.0

# Given with each value named: four of the compounds above
Cc1ccc(NC(=O)N2CCN(c3cc(Nc4ccccn4)ncn3)CC2)cc1Cl
  PriA SSB inh: 0.0

Cc1cc(NC(=O)c2ccc(F)c(F)c2)n(-c2nc3c(cnn3-c3ccc(C)c(C)c3)c(=O)[nH]2)n1
  PriA SSB inh: -10.0

COc1ccc(SCC2CCN(C(=O)CSc3ccc(F)cc3)CC2)cc1
  PriA SSB inh: -1.0

O=C1CCC(C(=O)NCC2CCC(c3nc4ccccc4[nH]3)CC2)N1 (stereo not drawn)
  PriA SSB inh: -15.0
